# PI4K2A block: PI4K2A (human) kinase inhibition. 420,000 tested, 0.13% active. activity change, negative = inhibition, % at 76.9 µM. purified PI4K2A, ADP-Glo luminescence, 1 h; hits give low values. Q9BTU6; in the data active means activity change below about -50%; inconclusive means mostly about -30% to -49%;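 further: -100% = wells without enzyme as full effect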
#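 ADP-Glo luminescence measured ADP generated by PI4K2A enzyme (4 ug/mL before mixing) with 1.2 mM PI substrate (pre-mix) and 300 microM ATP (pre-mix). Tris pH7.5 buffer with MgCl2, Triton X-100; 1 h reaction at ambient temperature.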
# BAZ2B inh: blocks human BAZ2B | 360,000 tested, 4.4% active | Potency, µM (titrated, usually from 114 µM), inactives show at the top dose activity change, negative = inhibition, most hits filed as inhibitors | AlphaScreen BAZ2B-H3K14Ac peptide displacement | AID 504333; further: potency means the concentration at half of the fitted maximal effect; on the % scale 0 is the no-effect control and ±100 the full control effect; nearly all actives have a fitted effect of over 60% in size
#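 Complex of BAZ2B and biotin-H3K14Ac (50 nM apiece) forms over 30 min at RT, then faces library compounds up to 110 uM for another 30 min; AlphaScreen beads added, 20 min dark incubation, luminescence read.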
# GLS inh: blocks human kidney-isoform glutaminase activity | O94925 | GLS enzymatic activity, qHTS titration | Potency, µM (series often up to 45.5 µM), for the others: at the top dose activity change, negative = inhibition, hits mostly inhibitors | 410,000 tested, 0.21% active; further: potency means the concentration at half of the fitted maximal effect; on the % scale 0 is the no-effect control and ±100 the full control effect
# Target sequence (O94925 whole entry, looked up, canonical isoform): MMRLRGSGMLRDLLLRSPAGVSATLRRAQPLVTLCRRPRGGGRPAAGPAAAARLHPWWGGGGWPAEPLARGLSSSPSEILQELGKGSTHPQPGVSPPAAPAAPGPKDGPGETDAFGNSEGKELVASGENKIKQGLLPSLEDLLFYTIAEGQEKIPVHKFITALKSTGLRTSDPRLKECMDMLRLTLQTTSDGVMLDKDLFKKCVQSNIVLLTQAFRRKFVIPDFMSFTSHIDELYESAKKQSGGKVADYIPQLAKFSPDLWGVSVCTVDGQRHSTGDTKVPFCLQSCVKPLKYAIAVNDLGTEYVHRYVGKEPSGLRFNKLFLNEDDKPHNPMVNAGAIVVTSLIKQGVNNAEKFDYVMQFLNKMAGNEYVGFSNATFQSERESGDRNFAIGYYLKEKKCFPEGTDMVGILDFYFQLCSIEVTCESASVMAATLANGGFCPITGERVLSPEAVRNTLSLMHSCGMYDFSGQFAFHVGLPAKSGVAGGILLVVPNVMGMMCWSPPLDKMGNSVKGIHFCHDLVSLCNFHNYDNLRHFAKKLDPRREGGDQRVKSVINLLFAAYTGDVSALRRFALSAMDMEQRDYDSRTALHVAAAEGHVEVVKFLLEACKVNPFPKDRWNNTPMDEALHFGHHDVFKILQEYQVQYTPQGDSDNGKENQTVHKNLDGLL
#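 Enzyme dispensed in phosphate buffer (45 mM, pH 8.2, 0.02% Tween-20), compounds pinned in, then 1 mM L-glutamine solution and the glutamate oxidase–HRP–Amplex Red mix added; fluorescence read immediately and again after 30 min at room temperature.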
# HP1b binding inh: HP1-beta chromodomain-methylated histone interaction inhibition; AID 540317; AlphaScreen HP1-beta / biotin-H3K9me3 peptide binding; 390,000 tested, 0.56% active; Potency, µM (top dose mostly 114 µM), inactives show top-dose activity change, negative = inhibition, usual class: inhibitors; further: potency means the concentration at half of the fitted maximal effect; nearly all actives have a fitted effect of over 70% in size; inactives centre near 23
# Target sequence (P83916 whole entry, looked up): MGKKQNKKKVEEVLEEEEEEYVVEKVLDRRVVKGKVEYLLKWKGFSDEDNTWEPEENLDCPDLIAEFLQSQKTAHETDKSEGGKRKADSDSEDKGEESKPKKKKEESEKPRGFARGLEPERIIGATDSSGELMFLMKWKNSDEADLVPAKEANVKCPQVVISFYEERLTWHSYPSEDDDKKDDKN
#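 Compound inhibition of the preformed complex between 50 nM HP1-beta and 50 nM biotinylated H3K9me3 peptide was read by AlphaScreen. Buffer was PBS pH 7.4 with 0.01% Tween-20. Incubations ran 30 min at room temperature, with 10 ug/mL donor/acceptor beads.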
# JMJD2A Tudor inh: JMJD2A Tudor domain (human) inhibition | O75164 | AlphaScreen JMJD2A-Tudor / H3K4me3 peptide binding | Potency, µM (series often up to 114 µM), for inactives: top-dose activity change, negative = inhibition, actives largely listed as inhibitors | 390,000 tested, 4.4% active | AID 504339; further: potency means the concentration at half of the fitted maximal effect; on the % scale 0 is the no-effect control and ±100 the full control effect; nearly all actives have a fitted effect of over 50% in size
# ERG-DNA inh: ERG Ets/DNA interaction inhibition. fluorescence polarization, His-ERG Ets domain / labelled DNA. Potency, µM (highest dose often 76.9 µM), without a hit: at the highest dose FP activity, negative = inhibition, most hits filed as inhibitors. 370,000 tested, 0.028% active; active means well fitted inhibition curve with a large enough effect in the polarisation, with a control signal flat; inconclusive means small, poorly fitted or top-dose-only effect, or effect the other way, or a change in a side signal; inactive means no such curve, though single readings can be large or run the other way; the % refers to the polarisation;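 further: polarization taken with two DNA probes labelled with fluorescein and Texas red; potency means the concentration at half of the fitted maximal effect; % of control where 0% means no effect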
#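 His-tagged ERG Ets domain (1 uM in the protein solution; 300mM KCl, 50mM Tris-HCl, 1mM EDTA, 1mM DTT, pH 7.5) received compound, then a probe mix of 5 nM fluorescein-DNA and 100nM Texas-615-DNA. Fluorescence polarization was read for both dyes.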
# Pin1 inh: blocks the human prolyl isomerase Pin1 | 390,000 tested, 0.009% active | Q13526 | Potency, µM (highest dose often 115 µM), without a hit: at the highest dose activity, negative = inhibition, actives largely listed as inhibitors | Pin1 FP peptide displacement, HiFluor488, 10 min | AID 504891; active means well fitted inhibition curve with a large enough effect in the polarisation, with a control signal flat, not every such curve was filed as active; inconclusive means small, poorly fitted or top-dose-only effect, or effect the other way, or a change in a side signal; inactive means no such curve, though single readings can be large or run the other way; the % refers to the polarisation; further: potency means the concentration at half of the fitted maximal effect; on the % scale 0 is the no-effect control and ±100 the full control effect
# Target sequence (Q13526 whole entry, looked up): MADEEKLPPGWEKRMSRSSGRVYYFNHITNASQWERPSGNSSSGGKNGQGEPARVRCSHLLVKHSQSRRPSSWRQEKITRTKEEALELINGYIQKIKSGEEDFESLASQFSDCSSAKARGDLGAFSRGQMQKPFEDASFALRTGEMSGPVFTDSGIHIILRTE
# PGK inhibitor: blocks T. brucei phosphoglycerate kinase; P07378; PGK/GAPDH coupled, Kinase-Glo luminescence, 60 min; Potency, µM (top dose mostly 57.5 µM), inactives show at the highest dose activity change, negative = inhibition, usual class: inhibitors; 380,000 tested, 0.043% active; further: potency means the concentration at half of the fitted maximal effect; on the % scale 0 is the no-effect control and ±100 the full control effect; nearly all actives have a fitted effect of over 60% in size
#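 Recombinant glycosomal PGK reaction used 1,3-bisphosphoglycerate generated in-well by GAPDH (100nM final) in 100mM TEA pH 7.6, 5mM MgCl2, 0.01% Tween-20. After 60 minutes at room temperature, ATP was read by Kinase-Glo Plus luminescence end-point.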
# G9a inh: inhibitors of human histone lysine methyltransferase G9a; Q96KQ7; G9a H3K9 monomethylation, AlphaScreen, 2 h; Potency, µM (doses to about 102 µM), inactives show at the highest dose activity, negative = inhibition, usual class: inhibitors; 350,000 tested, 8.8% active; AID 504332; further: potency means the concentration at half of the fitted maximal effect; on the % scale 0 is the no-effect control and ±100 the full control effect; nearly all actives have a fitted effect of over 75% in size
#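 Enzyme 20 nM + cpd, 15 min RT; add b-H3K9 pep 500 nM / SAM 20 uM; 2 h RT; anti-H3K9me1 Ab 0.5 ug/mL + SA donor / anti-rabbit acceptor beads 20 ug/mL each, 10 min; AlphaScreen read.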
# The depositor's hits bear a star; i = inactive; ? = inconclusive; nt = no result given; & = joins results of further samples; [ ] = remark or other dose. Unless noted, the call rests on the fitted dose curve; in most records, active means well fitted curve in the direction sought with a large enough effect; inconclusive means small, poorly fitted or top-dose-only effect, or another doubt; inactive means no such curve, though single readings can be large; an effect the other way counts as inactive or inconclusive. Compounds as they come, and some 11% of all compounds hit somewhere here.
# Value order – PI4K2A block | BAZ2B inh | GLS inh | HP1b binding inh | JMJD2A Tudor inh | ERG-DNA inh | Pin1 inh | PGK inhibitor | G9a inh
> O=C(CCCN1C(=O)CCC1=O)Nc1ccc(Cl)c(C(F)(F)F)c1
    5 | -4% | 1% | 15% | -16% | 2% | -2% | -3% | -19%[12.7 µM]
> O=C(NC(=S)Nc1ccc(Br)cn1)c1cncc(Br)c1
    4 | -5%[57.1 µM] | 7% | 24% | -14% | -5% | 19% | -6% | 26%
> Cc1cccc(OCc2nnc(SCC(=O)Nc3ccc(C)cc3C)o2)c1
    -7 | 12% | 1% | 14% | ? | 2% | -2% | -1% | 16%[59 µM]
> COc1ccccc1C(=O)Nc1ccc(C)c(S(=O)(=O)N2CCCCC2)c1
    8 | 0% | -1% | 40%[activator] | 1% | -2% | 1% | i | -43%
> CCCCN(C)CCC(=O)Nc1ccc2c(c1)CCC2
    -3 | -10% | 4% | 0% | -2% | 4% | -1% | -8% | -4%
> Cc1ccc2nc(SCC(=O)N3CCCCCC3)nc(=O)n2c1
    -1 | 11% | -3% | -12% | -19% | 1% | -1% | -8% | 10%
> Cc1noc(C(=O)NCc2ccccc2)c1Cl
    -1 | -5% | 6% | 69%[activator] | 4% | -1% | 2% | -2% | ?
> Cc1cccc(S(=O)(=O)N2CCC(CO)(Cc3ccccc3)CC2)c1
    4 | -16% | -14% | 25% | -7% | -2% | -1% | -4% | 6%
> CCOC(=O)CSc1cc(CSc2ccccc2)nc(-c2ccccc2)n1
    -2 | 36%[activator] | -4% | 286%[activator] | 127%[activator] | -2% | 15% | -3% | 133%[activator][59 µM]
> COc1ccc(C2N=C(c3ccccc3)NO2)cc1OC (stereo unspecified)
    -1 | -2% | 0% | 16% | -2% | 10% | 0% | -1% | 5%
> CCN(CC)C(=O)CSc1nc2cccnc2n1-c1ccccc1OC
    -10 | -3% | -15% | -6% | -2%[11.4 µM] | 0% | -3% | -3% | -26%
> CCOC(=O)/C(C#N)=C\c1cccnc1
    7 | -6% | 7% | 31% | 2% | 0% | 3% | -1% | nt
> COC(=O)c1ccccc1C(=O)N1CCOCCN(C(=O)c2ccccc2C(=O)OC)CCOCC1
    5 | -5% | 20% | 27% | 3% | 16% | 4% | 0% | 5%[59 µM]
> CC(=O)N1c2ccc(S(=O)(=O)N(C)CC(=O)NCc3ccccc3)cc2CC1C (stereo unspecified)
    2 | -10% | 7% | 9% | -21% | 0% | -7% | -5% | nt
> CCOC(=O)Cc1cc(=O)c2cc(C)ccc2[nH]1
    -3 | -4% | 0% | 23% | -19% | 8% | 10% | -4% | 10%[12.7 µM]
> Cc1nn(Cc2ccccc2)c(C)c1/C=N/NC(=O)c1cccnc1
    1 | -26% | 1% | 28% | -16% | 9% | 0% | -9% | 6%[59 µM]
> CCC(OC(=O)c1ccco1)C(=O)NCc1ccco1 (stereo unspecified)
    4 | 0% | -10% | 28% | -4% | -4% | ? | -6% | ?
> CCc1ccc(C(=O)CSc2nnc(C)c(=O)[nH]2)cc1
    -2 | 0% | 8% | 14% | -8% | nt | -1% | 0% | -35%[12.7 µM]
> CCCn1c(OC)nc2c1c(=O)n(C)c(=O)n2C
    3 | -2% | 0% | 42%[activator] | -6% | -9% | -2% | -1% | -6%
> COc1ccc(NC(=O)Cn2nnc(C(=O)NCCc3ccccc3)c2N)cc1
    -6&-2 | ? | -1%&2% | 52%&37%[activator] | -25%&-19% | 11%&-4% | 33%[activator] | 8% | -2%
> COc1ccccc1N1CCN(C2CCCN(C(=O)CCc3cnccn3)C2)CC1 (stereo unspecified)
    1 | -4% | 2% | 24% | 8% | 2% | -2% | 0% | 21%
> CC(C)NC(=O)NC(=O)CSc1nncs1
    8 | -3% | -8% | 19% | 0% | -19% | 3% | -2% | 10%
> COc1cccc(OC)c1C(=O)Nc1ccc(C(=O)NCc2ccccc2)cc1
    4 | 0% | 3% | 18% | -11% | -3% | -2% | 3% | 54%[activator]
> COc1cccc(CNC(=O)CSCC(=O)Nc2cc(C)on2)c1
    4 | 5% | 3% | 34% | -1% | -2% | 7% | 8% | ?
> Cc1cc(SCc2cccc(C(F)(F)F)c2)nc(=O)[nH]1
    -4 | -24% | -2% | 16%[57 µM] | -16% | 19% | 1% | -6% | -50%
> C[C@]12CCC3c4ccc(O)cc4CCC3C1CC/C2=N\N (stereo partly specified)
    2 | nt | 1% | 10% | -14% | 6% | ? | 0% | nt
> CN1C=CC=C/C1=C1\SC(=S)N(C2CCCCC2)C1=O
    -7 | 40µM* | 0% | -54% | 40µM* | 1% | 3% | -5% | 16µM*
> CC(NS(=O)(=O)c1ccc(CCC(=O)NCc2ccco2)cc1)c1ccccc1 (stereo unspecified)
    1 | -11% | -5% | 8% | -8% | -5% | 13% | -5% | 14%[59 µM]
> O=C(N/C(=C/c1cccnc1)C(=O)N1CCOCC1)c1ccccc1Cl
    2 | -15% | -6% | 25% | 0% | 0% | -1% | -3% | ?
> CC(C)CC(=O)N1CCN(S(=O)(=O)c2ccccc2)CC1
    1 | 1% | nt | 27% | 4% | -7% | -2% | -3% | -19%[59 µM]

# Fetched by compound from the list above, 3 records:
# Value order – PI4K2A block | BAZ2B inh | GLS inh | HP1b binding inh | JMJD2A Tudor inh | ERG-DNA inh | Pin1 inh | PGK inhibitor | G9a inh
> CCN(CC)C(=O)CSc1nc2cccnc2n1-c1ccccc1OC
    -10 | -3% | -15% | -6% | -2%[11.4 µM] | 0% | -3% | -3% | -26%
> CC(NS(=O)(=O)c1ccc(CCC(=O)NCc2ccco2)cc1)c1ccccc1 (stereo unspecified)
    1 | -11% | -5% | 8% | -8% | -5% | 13% | -5% | 14%[59 µM]
> COc1cccc(CNC(=O)CSCC(=O)Nc2cc(C)on2)c1
    4 | 5% | 3% | 34% | -1% | -2% | 7% | 8% | ?

# Structures shown so far that contain a furan ring, fused or not:
# Value order – PI4K2A block | BAZ2B inh | GLS inh | HP1b binding inh | JMJD2A Tudor inh | ERG-DNA inh | Pin1 inh | PGK inhibitor | G9a inh
> CCC(OC(=O)c1ccco1)C(=O)NCc1ccco1 (stereo unspecified)
    4 | 0% | -10% | 28% | -4% | -4% | ? | -6% | ?
> CC(NS(=O)(=O)c1ccc(CCC(=O)NCc2ccco2)cc1)c1ccccc1 (stereo unspecified)
    1 | -11% | -5% | 8% | -8% | -5% | 13% | -5% | 14%[59 µM]

# (further entries)
# Value order – PI4K2A block | BAZ2B inh | GLS inh | HP1b binding inh | JMJD2A Tudor inh | ERG-DNA inh | Pin1 inh | PGK inhibitor | G9a inh
> Cc1ccc(-n2ncc3c(=O)n(CC(N)=O)cnc32)cc1C
    0 | 10% | -2% | 19% | 6% | 2% | 0% | 6% | nt
> O=C(COc1ccc(F)cc1)NCCCn1ccnc1
    4 | -35% | 0% | 2% | -19% | 8% | -3% | i | -3%
> O=C(COC(=O)C1=COCCO1)Nc1cc(C(F)(F)F)ccc1Cl
    2 | nt | 8% | 18% | -14% | 1% | -15% | -5% | nt
> O=C(COc1ccc(Cl)cc1Cl)Nc1cccc2cccnc12
    2 | -4% | -6% | 28% | -10% | -4% | -1% | 2% | 2%[59 µM]
> Cc1ccc(C2CC(=O)N(Cc3ccccc3F)c3c2c(C)nn3-c2nc(C)cc(C)n2)cc1 (stereo unspecified)
    0 | -22% | 0% | 60%[activator] | -12% | 1% | 7% | i | -21%[59 µM]
> CCc1cc2c(=O)[nH]c(N3CCOCC3)nc2s1
    -1 | 9% | 42%[activator] | 33% | -4% | 7% | 0% | i | -12%[59 µM]
> COc1ccccc1CN(C)CC(=O)Nc1ccc(Cl)cc1C(F)(F)F
    2 | 50µM* | 6% | ? | 3.5µM* | 5% | -15% | 0% | 8.9µM*
> OCCC1CN(Cc2cccn2-c2cccnc2)CCN1C1CCCC1 (stereo unspecified)
    0 | -21% | 12% | 22% | -20% | -4% | -1% | 1% | -8%
> O=C(O)c1cc2c(=O)c3ccccc3oc2nc1C(F)(F)F
    -13 | 1% | -10% | 42%[activator] | -33% | 5% | 0% | -3% | -3%[2.33 µM]
> Cn1c(N)c(C(=O)COC(=O)/C=C/c2cccc(Cl)c2)c(=O)n(C)c1=O
    -2 | nt | 3% | 28% | -13% | 6% | -2% | 2% | nt
> CN(C)c1ccc(C2Nc3ccccc3C(=O)N2CCCN2CCOCC2)cc1 (stereo unspecified)
    -3 | ? | 49%[activator] | 18% | -28% | -12% | -5% | -1% | ?
> O=C(Oc1ccc2c(c1)OCO2)c1ccc(Br)c(S(=O)(=O)N2CCOCC2)c1
    1 | 1% | -11% | 8% | -21% | 0% | 8% | i | -1%[59 µM]
> COCCCn1c2nc3ccccc3nc2c2c(=O)n(-c3ccccc3OC)cnc21
    7 | 4% | 3% | 25% | -10% | -10% | -11% | -6% | -9%[59 µM]
> COC(=O)c1sc(N)c(C(=O)OC)c1CSc1nc2sc3c(c2c(=O)n1C)CCC3
    2 | -1% | -3% | 38% | -29%[57.1 µM] | -5% | 5% | 3% | ?
> CCN1CCN(c2ccc(S(=O)(=O)N3CCOCC3)cc2NC(=O)c2ccc(Cl)cc2Cl)CC1
    0 | -4% | -1% | 16% | -16% | -1% | 1% | 3% | 13µM*
> Cc1cccc(C(=O)OCC(=O)Nc2c(C)nn(-c3ccccc3)c2C)c1O
    -2 | -5% | 8% | 26% | -23% | -1% | 3% | -7% | 11%

# Source: PubChem (National Center for Advancing Translational Sciences (NCATS))
